# Bioassay records (PubChem)
# GRIN3A LBD mod – binders of NR3A ligand-binding domain, primary screen, biophysical, differential scanning fluorimetry, uHTS | AID 1259313, 2017 | Tm shift relative to glycine control, % at 25 µM | Glutamate receptor ionotropic, NMDA 3A (GRIN3A) ligand-binding domain | actives 2.5% (n = 340,000) | NR3A LBD differential scanning fluorimetry, Tm shift; 0% = protein alone, 100% = glycine-bound protein;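 active means melting temperature shift of at least 10% of the positive control shift, at one fixed dose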
# UPR XBP1 act – activators of adaptive XBP1 UPR arm, primary screen, cell-based, CHO-XBP1 luciferase reporter, luminescence, uHTS; IRE1-XBP1 UPR activation; percent of tunicamycin response, DMSO as zero; activation, % at 20 µM; actives 0.33% (n = 330,000); AID 463104, 2010;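 active means versus positive control, 20 µM dose yields 30% or more activation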;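 further: 100% = tunicamycin at 10 µg/mL and 0% = DMSO only wells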
#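 Material: CHO-XBP1 cells stably carrying IRE1-XBP1-driven luciferase reporter / Amount: 1000 cells per well / Compound: 20 µM, 1% DMSO / Times: 6 h treatment, 37 °C / Detection: luciferase luminescence / Measure: % activation of reporter signal versus tunicamycin and DMSO controls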
# UPR CHOP act – activators of apoptotic CHOP UPR arm, primary screen, cell-based, CHO-CHOP luciferase reporter, luminescence, uHTS. AID 449763, 2010. activation, % at 10 µM. UPR activation; percent of tunicamycin response over DMSO baseline. actives 0.34% (n = 330,000);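 active means at 10 µM dose, activation of 40% or more, normalized to positive control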;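 further: 100% = tunicamycin at 10 µg/mL and 0% = DMSO alone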
#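 assay system = CHO CHOP reporter cells | amount = 500 CHO-CHOP cells per well | buffer or medium = F12 with 10% FBS | incubation = 16-18 h cell attachment, then 6 h compound exposure, 37 °C | detection = luminescence read with Steady-Glo | read-out = percent activation relative to tunicamycin control | controls = tunicamycin high control, DMSO low control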
# Mdm2 MdmX PPI – inhibitors of human Mdm2-MdmX association, primary screen, cell-based, luminescence, split luciferase, SaOS-2, uHTS. Protein Mdm4 (Homo sapiens) + E3 ubiquitin-protein ligase Mdm2 (Homo sapiens), …. SaOS-2 split-luciferase Mdm2/MdmX complementation. AID 485346, 2010. inhibition, % at 8 µM. actives 3% (n = 330,000);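 active means inhibition of at least 50% at 8 µM in the primary screen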
# TIM10 inh – growth inhibitors of isogenic TIM10 control yeast, primary screen, counter-screen for tim10-1 yeast inhibitor project, luminescence, uHTS. inhibition, % at 10 µM. actives 1.4% (n = 330,000). S. cerevisiae TIM10 strain growth, BacTiter-Glo luminescence, 24 h. AID 463195, 2010;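 active means inhibition of 40% or more at the single tested concentration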;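 further: wild-type TIM10 isogenic control strain grown at permissive 25 °C; 0% = DMSO yeast wells and 100% = minimal medium wells without yeast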
# tim23-1 inh – growth inhibitors of tim23-1 mutant yeast, primary screen, luminescence, uHTS; inhibition, % at 20 µM; AID 463212, 2010; S. cerevisiae tim23-1 growth, BacTiter-Glo luminescence, 24 h; actives 1.3% (n = 330,000);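 active means growth inhibition of the mutant yeast at or above 50%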;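 further: temperature-sensitive mutant grown at 25 °C; plate controls were DMSO-treated mutant yeast for no effect and medium wells lacking yeast for full effect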
# NALP3 yeast inh – NALP3 inflammasome inhibitors in reconstituted yeast, primary screen, luminescence, uHTS | Yeast reconstituted NLRP3/ASC/caspase-1, beta-gal luminescence, 24 h | inhibition, % at 10 µM | actives 0.39% (n = 330,000) | AID 2825, 2010;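 active means inhibition of 50% or more; inactive means inhibition below 50%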;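 further: plate controls were induced DMSO wells for no effect and uninduced yeast grown without galactose for full effect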
# tim10-1 inh – growth inhibitors of tim10-1 mutant yeast, primary screen, luminescence, uHTS. S. cerevisiae tim10-1 ts strain growth, BacTiter-Glo, 24 h. inhibition, % at 20 µM. actives 2.2% (n = 330,000). AID 463190, 2010;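 active means inhibition of at least 40%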;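 further: mutant grown at 25 °C; 0% = DMSO wells with yeast and 100% = wells holding no yeast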
# APJ ag – agonists of human apelin receptor APJ, primary screen, CHO-K1 cells, PathHunter beta-arrestin, luminescence. P35414. 0% DMSO wells, 100% apelin. activation, % at 20 µM. actives 0.11% (n = 330,000). AID 2520, 2010;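 active means activation more than six SD over the plate average, tested at 20 µM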;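 further: 0% = DMSO alone and 100% = apelin-13 at 10 nM; some results filed as inactive read as strong as hits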
# Target sequence (P35414 whole entry, looked up): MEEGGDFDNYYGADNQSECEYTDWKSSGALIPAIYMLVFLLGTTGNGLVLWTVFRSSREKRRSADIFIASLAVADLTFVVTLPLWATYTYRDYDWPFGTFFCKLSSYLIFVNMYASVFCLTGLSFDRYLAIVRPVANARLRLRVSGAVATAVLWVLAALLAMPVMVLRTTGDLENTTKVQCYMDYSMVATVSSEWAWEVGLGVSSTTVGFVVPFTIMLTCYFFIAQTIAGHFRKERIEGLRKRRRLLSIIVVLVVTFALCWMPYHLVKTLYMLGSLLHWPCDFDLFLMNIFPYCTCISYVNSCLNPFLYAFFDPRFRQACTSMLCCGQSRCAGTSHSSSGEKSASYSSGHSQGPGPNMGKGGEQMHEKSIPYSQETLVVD
#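 Test system – PathHunter CHO-K1 APJ (AGTRL-1) beta-arrestin reporter cells · Input – 1000 cells/well · Compound – single test compound dose, 20 µM final, 1% DMSO · Times – compound stimulation 90 min at 25 °C, detection 60 min · Technique – beta-gal luminescence · Read-out basis – APJ–arrestin association signal · Control set – negative DMSO alone, positive Apelin-13 at 10 nM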
# Numbers without * were called inactive; nt = not tested or not shown.
SMILES,GRIN3A LBD mod,UPR XBP1 act,UPR CHOP act,Mdm2 MdmX PPI,TIM10 inh,tim23-1 inh,NALP3 yeast inh,tim10-1 inh,APJ ag
Cc1nc(C)c(-c2csc(Nc3ccc(C(=O)O)c(O)c3)n2)s1,-1,-5,2.3,-7,-13,9,8,8,1
CCCNC(=O)NC(=O)COc1c(F)c(F)cc(F)c1F,2,-3,0.7,-21,8,17,10,20,-3
Cc1cccc(C)c1NC(=O)c1c(O)c2ccccc2[nH]c1=O,-3,3,3.8,0,-14,-1,36,-39,-1
COc1c(/C=N/Nc2ccc([N+](=O)[O-])cc2[N+](=O)[O-])c(C)nn1-c1ccccc1,-9,3,3.7,54*,-3,5,4,-12,3
Cn1c(=O)c2c(nc(N3CCCCCC3)n2CC(O)COc2ccc(Cl)cc2)n(C)c1=O (stereo not given),-1,0,1.2,11,20,47,-1,29,-2
CCOC(=O)C1CCCN(C(=O)c2ccc3nc(-c4ccc(OC)c(OC)c4)c(-c4ccc(OC)c(OC)c4)nc3c2)C1 (stereo not given),-1,8,1.9,19,16,14,21,18,4
CC(=O)Cn1cnc2c(cnn2-c2ccc(C)c(C)c2)c1=O,0,2,0.6,-48,13,28,-1,35,-3
COc1ccc(C)cc1S(=O)(=O)NNc1nc(C)cc(C)n1,-3,-4,-1.0,18,13,9,-33,11,-11
Cc1nn(-c2ccc(N3CCCCC3)nn2)c(C)c1CCC(=O)Nc1ccccc1F,-2,-1,6.0,-25,-3,15,14,16,1
Cc1cc2oc(C(=O)NCc3ccccc3)cc(=O)c2cc1C,-3,2,-0.6,9,7,-12,4,26,-4
Oc1csc(Cc2nc(-c3ccc(Br)cc3)cs2)n1,3,1,4.4,-30,-5,-28,14,3,-3
COc1cccc(-c2nc(-c3ccccn3)no2)c1OC,2,2,4.8,-74,20,20,14,16,1
CCOC(=O)c1ccc(-c2ccc(C(=O)Nc3cccnc3)o2)cc1,-19,5,-0.2,12,3,-6,19,9,1
S=C(c1ccc(-c2ccc(Cl)c(Cl)c2)o1)N1CCOCC1,-4,0,2.3,-280,20,25,-5,24,-4
CCOC(=O)c1c(N2C(=O)CC(Sc3ccccc3C(=O)O)C2=O)sc2c1CCCC2 (stereo not given),1,-4,-0.8,15,43*,31,3,54*,-4
CCOC(=O)Cn1c(=O)oc2cc(S(=O)(=O)N3CCCc4ccccc43)ccc21,2,0,0.9,4,2,10,-1,2,1
CCN(CC)CC#CCC(O)(c1ccccc1)c1ccccc1,-5,-3,-0.4,18,14,-10,16,-3,-1
O=c1c2ccccc2nc(-c2ccccc2)n1Cc1ccc(Cl)cc1,-1,0,1.2,18,25,33,31,32,-7
COc1ccc(CNC(=O)CS(=O)(=O)Cc2nc(-c3ccc(OC)cc3)oc2C)cc1,-1,-5,-0.2,4,2,-2,1,7,4
O=c1c2ccccc2ncn1-c1cccc(Cl)c1,-6,-2,0.7,-20,3,16,13,4,-1

# In another format: results already given
# Results follow in this order: GRIN3A LBD mod, UPR XBP1 act, UPR CHOP act, Mdm2 MdmX PPI, TIM10 inh, tim23-1 inh, NALP3 yeast inh, tim10-1 inh, APJ ag
Cc1nn(-c2ccc(N3CCCCC3)nn2)c(C)c1CCC(=O)Nc1ccccc1F
  -2, -1, 6.0, -25, -3, 15, 14, 16, 1
Cc1cc2oc(C(=O)NCc3ccccc3)cc(=O)c2cc1C
  -3, 2, -0.6, 9, 7, -12, 4, 26, -4
Oc1csc(Cc2nc(-c3ccc(Br)cc3)cs2)n1
  3, 1, 4.4, -30, -5, -28, 14, 3, -3
COc1cccc(-c2nc(-c3ccccn3)no2)c1OC
  2, 2, 4.8, -74, 20, 20, 14, 16, 1
CCOC(=O)c1ccc(-c2ccc(C(=O)Nc3cccnc3)o2)cc1
  -19, 5, -0.2, 12, 3, -6, 19, 9, 1
S=C(c1ccc(-c2ccc(Cl)c(Cl)c2)o1)N1CCOCC1
  -4, 0, 2.3, -280, 20, 25, -5, 24, -4
CCOC(=O)c1c(N2C(=O)CC(Sc3ccccc3C(=O)O)C2=O)sc2c1CCCC2 (stereo not given)
  1, -4, -0.8, 15, 43*, 31, 3, 54*, -4
CCOC(=O)Cn1c(=O)oc2cc(S(=O)(=O)N3CCCc4ccccc43)ccc21
  2, 0, 0.9, 4, 2, 10, -1, 2, 1
CCN(CC)CC#CCC(O)(c1ccccc1)c1ccccc1
  -5, -3, -0.4, 18, 14, -10, 16, -3, -1
O=c1c2ccccc2nc(-c2ccccc2)n1Cc1ccc(Cl)cc1
  -1, 0, 1.2, 18, 25, 33, 31, 32, -7
COc1ccc(CNC(=O)CS(=O)(=O)Cc2nc(-c3ccc(OC)cc3)oc2C)cc1
  -1, -5, -0.2, 4, 2, -2, 1, 7, 4
O=c1c2ccccc2ncn1-c1cccc(Cl)c1
  -6, -2, 0.7, -20, 3, 16, 13, 4, -1

# (more compounds)
SMILES,GRIN3A LBD mod,UPR XBP1 act,UPR CHOP act,Mdm2 MdmX PPI,TIM10 inh,tim23-1 inh,NALP3 yeast inh,tim10-1 inh,APJ ag
CN(Cc1cnccn1)Cc1ccccc1OCC(O)CN1CCc2ccccc2C1 (stereo not given),-1,0,-0.6,-12,3,-3,1,-5,-5
CCN(CC)c1ccc(C(=O)NNC(=O)CCNC(=O)c2ccccc2)cc1,0,-2,-0.6,-38,5,2,14,14,-2
COc1ccc(CCNC(=O)Cn2nnc(C(=O)Nc3cc(C)ccc3C)c2N)cc1OC,3,1,0.0,25,-7,-5,1,8,5
CC(OC(=O)c1ccccc1C(=O)N(C)C1CCCCC1)C(=O)NC1(C#N)CCCCC1 (stereo not given),2,1,-2.7,1,7,8,16,20,-3
CCOC(=O)CC(NS(=O)(=O)c1ccc(OC)c(C)c1)c1cccc([N+](=O)[O-])c1 (stereo not given),2,-4,2.4,9,18,18,7,23,-1
O=C(Oc1ccc(F)cc1)c1ccc2c(=O)n3c(nc2c1)CCC3,-2,1,5.3,2,5,1,17,8,-2
CN1CCN(S(=O)(=O)c2ccc3c(c2)C(C)(C)C(=O)N3C)CC1,2,0,0.4,27,-8,-12,6,-20,-3
COc1cccc(NC(=O)C2CCN(S(=O)(=O)c3ccc4c(c3)NC(=O)CO4)CC2)c1,1,-5,-1.0,44,0,13,9,15,-2
CCOC(=O)Cn1nc(-c2ccc(F)cc2)cc(Cc2ccccc2)c1=O,0,-4,-1.8,18,7,29,23,23,-2
COc1ccc(C(C#N)N2CCC(c3ccccc3)=N2)cc1OC (stereo not given),-2,-1,0.7,-10,-17,17,3,19,-1
CCN(CC)c1nc2ccccc2nc1-n1nc(C)cc1C,5,1,0.0,-40,22,40,-7,31,-3
Cc1ccc(-c2nnn(CC(=O)N(c3ccccc3F)C(CC(C)C)C(=O)NCC3CCCO3)n2)cc1 (stereo not given),3,-3,-1.1,28,28,15,13,10,0
Cc1cc(C(=O)Nc2c(F)c(F)c(F)c(F)c2F)n(-c2ccccc2)n1,-1,-1,-1.0,-1,19,9,11,24,-1
O=C(Nc1nnc(C2=COCCO2)o1)c1cccc(C(F)(F)F)c1,-3,-3,-3.2,-9,15,17,12,28,-1
CC(=O)c1c(C)[nH]c(C(=O)OCC(=O)c2ccc3c(c2)NC(=O)CO3)c1C,3,-2,-1.3,34,-8,-10,12,-3,2
CCOC(=O)C1=CC[C@H]2c3c(c4ccccc4n3C)C(=O)C1N2C(=O)OC(C)(C)C,-2,-2,3.6,-1,4,19,20,6,-4
O=C(O)CCNC(=O)c1ccc(NC(=O)Cc2ccc(Cl)cc2)cc1,-2,-1,0.6,-13,-6,9,17,3,-1
COc1ccccc1-c1nc(SCC(=O)NCC2CCCO2)c2c(=O)n(C)c(=O)n(C)c2n1 (stereo not given),nt,0,-2.1,24,12,14,2,19,0
CCOC(=O)c1[nH]c2ccc(OCC)cc2c1NC(=O)CN1CCN(c2ccccn2)CC1,1,-4,1.2,30,11,15,35,10,-3
CN1CCN(c2ccccc2NC(=O)c2sc3ccccc3c2Cl)CC1,1,3,-0.5,24,13,26,34,35,-1
Cc1cc(CN(C)C(=O)c2cc(COc3ccc4ncccc4c3)on2)on1,-1,2,0.1,24,-31,3,15,-4,-1
COc1cc(NC(=O)c2cc(-c3ccco3)on2)cc(OC)c1OC,-1,9,1.2,4,19,23,27,-8,0
Cc1cccc(C)c1NC(=S)N(CCCN1CCOCC1)Cc1cccnc1,-2,-2,0.6,-9,7,10,-3,3,3
Cc1ccc(OCCCC(=O)NCc2ccco2)c(C)c1,nt,-1,-1.3,18,-28,22,13,5,-3
Cc1ccc(NC(=O)c2nc[nH]c2C(=O)NCCCCNC(=O)c2[nH]cnc2C(=O)Nc2ccc(C)cc2)cc1,13*,25,14,80*,0,15,6,7,2
O=C(c1ccccn1)N1CCN(S(=O)(=O)c2ccccc2)CC1,0,4,0.7,3,9,6,5,18,-2
CCOc1ccc(Cn2cc(F)c(=O)[nH]c2=O)cc1,0,-1,-1.5,19,1,-9,-2,-5,3
CCCCc1ccc(NC(=S)N2CCCC(C)C2)cc1 (stereo not given),-3,5,5.6,25,45*,36,22,43*,-3
COc1ccc(C2C(C(=O)N3CCN(c4ccccn4)CC3)CC(=O)N2c2ccc(OC)cc2)cc1 (stereo not given),-1,-1,-0.4,24,10,7,6,15,6
COC(=O)c1ccc(COC(=O)CCNS(=O)(=O)c2ccc(C)c(C)c2)cc1,2,1,-0.4,-20,16,29,0,19,9
O=Cc1[nH]c2ccccc2c1N(C(=O)CCl)c1ccc([N+](=O)[O-])cc1,-1,3,55*,97*,41*,50,13,26,16
CCOC(=O)C1=C(c2ccccc2)NC(=O)NC1c1cc(OC)c(O)c([N+](=O)[O-])c1 (stereo not given),0,-3,-0.8,21,5,2,16,-8,-5
